proCasp3 act: activators of human procaspase-3; P42574; recombinant procaspase-3 D3A, Ac-DEVD-pNA absorbance 405 nm; activation, % at 8.5 µM; hit rate 0.11% among 330,000;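 active means activation above the mean of all tested compounds plus 3 SD, cut at about 21% in these data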;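 further: 0% = DMSO alone and 100% = DMSO wells spiked with extra 5 µM PC-3 D3A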
Target sequence (P42574 whole entry D9A/D28A/D175A): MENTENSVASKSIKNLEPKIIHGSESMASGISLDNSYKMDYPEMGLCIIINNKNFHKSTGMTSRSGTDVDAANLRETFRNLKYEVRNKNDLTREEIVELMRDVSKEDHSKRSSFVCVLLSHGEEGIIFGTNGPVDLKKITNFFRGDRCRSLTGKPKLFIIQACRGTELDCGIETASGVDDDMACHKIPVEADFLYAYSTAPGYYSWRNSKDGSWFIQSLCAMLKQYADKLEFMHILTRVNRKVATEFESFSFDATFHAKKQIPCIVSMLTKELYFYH
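assay system = Procaspase-3 D3A mutant | signal = absorbance at 405 nm, 0 and 120 min | times = 1 h preincubation plus 2 h reaction at 25 °C | repeats = single replicate | read-out = % activation between DMSO and enzyme-spiked controls | medium = Zinc-free HEPES saline buffer with Triton X-100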
GASC-1 inh: human JMJD2C demethylase inhibition; Q9H3R0; GST-JMJD2C(1-420) H3K9me3 demethylation, DELFIA europium; inhibition, % at 2.35 µM; hit rate 0.069% among 330,000; AID 2099;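 active means more than half of a compound's replicate wells show inhibition beyond 50%, single wells judged on their own value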;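 further: signal counts dimethyl H3K9 product captured on neutravidin plate; 0% = median of DMSO wells and 100% = 0.3 times that DMSO median; strong numbers were not always called active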
Target sequence (Q9H3R0 1-420 limits assumed): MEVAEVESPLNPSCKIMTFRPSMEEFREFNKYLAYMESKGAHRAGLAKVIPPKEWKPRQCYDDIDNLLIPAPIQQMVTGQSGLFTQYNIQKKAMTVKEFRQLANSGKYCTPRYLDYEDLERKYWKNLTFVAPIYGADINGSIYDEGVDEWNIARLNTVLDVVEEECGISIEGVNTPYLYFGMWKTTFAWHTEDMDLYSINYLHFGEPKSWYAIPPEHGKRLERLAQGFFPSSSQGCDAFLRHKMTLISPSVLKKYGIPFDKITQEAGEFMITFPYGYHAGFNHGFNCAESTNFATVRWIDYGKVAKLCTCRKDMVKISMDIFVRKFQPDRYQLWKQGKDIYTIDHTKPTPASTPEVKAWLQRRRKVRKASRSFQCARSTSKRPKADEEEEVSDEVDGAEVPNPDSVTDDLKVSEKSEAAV
Efflux pump inh: antifungal efflux pump inhibition, Nile Red retention; hit rate 0.44% among 330,000; S. cerevisiae Candida pump triplex; inhibition, % at 10 µM;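 active means plate passing quality check with inhibition over a set limit, or well fluorescence over plate mean plus 4 SD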;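 further: Nile Red retained in pooled yeast measured as flow cytometry median fluorescence; 0% = buffer negative control and 100% = Enniatin B positive control; higher means more Nile Red kept so more efflux inhibition; some compounds called inactive have numbers as strong as hits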
CTSL1 counter: counter-screen for PFM18AAP inhibitors: inhibitors of F. hepatica cathepsin L1 | inhibition, % at 5.96 µM | hit rate 0.49% among 300,000 | recombinant F. hepatica cathepsin L1, Z-Leu-Arg-MCA fluorescence;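 active means inhibition above the mean of all tested compounds plus 3 SD, set per screening campaign, cut at about 17% in these data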;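 further: 0% = plate median of test compound wells and 100% = 1 µM Z-Phe-Ala-diazomethylketone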
proCasp7 act: counter-screen for procaspase-3 activators: activators of human procaspase-7; P55210; recombinant procaspase-7, Ac-DEVD-pNA absorbance 405 nm; D23A/D198A/D206A triple mutant, cannot self-cleave; scale: DMSO 0, 5 µM enzyme 100; activation, % at 8.5 µM; hit rate 0.093% among 330,000;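 active means percent activation above the screen-wide mean plus 3 SD, cut at about 25% in these data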
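Detection: p-Nitroaniline absorbance at 405 nm, read at 0 and 120 min; system: Uncleavable procaspase-7 mutant enzyme; evaluation: % activation from two-timepoint absorbance difference, scaled to controls; times: 1 h enzyme–compound preincubation and 2 h substrate reaction, both 25 °C; buffer or medium: Zinc-free HEPES pH 7.4 with 300 mM NaCl, 0.01% Triton X-100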
TPT1 inh: inhibitors of Candida albicans tRNA 2'-phosphotransferase TPT1; recombinant caTPT1, FP RNA substrate dephosphorylation; inhibition, % at 5 µM; hit rate 0.81% among 300,000; AID 1962;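 active means inhibition above the mean of all tested compounds plus 3 SD, set per screening campaign, cut at about 24% in these data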;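 further: plate controls were DMSO alone for no effect and ferristatin control at 100 nM for full effect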
PP5 inh: inhibitors of human protein phosphatase 5 (PP5). P53041. purified PP5c, OMFP substrate fluorescence. inhibition, % at 6.7 µM. hit rate 0.18% among 320,000;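 active means inhibition above the campaign's mean inhibition across all tested compounds plus 3 SD, cut at about 9.5% in these data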;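 further: 0% = DMSO only and 100% = 100 µM cantharidin control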
HCV core dimer: HCV core protein dimerization inhibition; AID 1899; inhibition, % at 5 µM; hit rate 0.33% among 300,000; TR-FRET GST/Flag-core106 dimerization, 1536-well;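 active means inhibition above the mean of all tested compounds plus 3 SD, set per screening campaign, cut at about 45% in these data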
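Test system: GST/Flag-tagged HCV core106 proteins; Medium: KF-containing HEPES buffer, pH 7.45, DTT, CHAPS, BSA; Times: compound-protein-antibody incubation 4 h at 22.5 °C; Detection: TR-FRET 671 and 617 nm emission; Benchmarks: wells lacking GST-core106 and wells with excess unlabelled core106.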
PP1 inh: PP1-alpha (human) inhibition in PP5 counter-screen | P62136 | purified PP1alpha, OMFP fluorescence | inhibition, % at 6.7 µM | hit rate 0.9% among 320,000;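 active means inhibition above the mean inhibition of all tested compounds plus 3 SD, computed separately for each screening campaign, cut at about 15% in these data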
Target sequence (P62136 whole entry, looked up): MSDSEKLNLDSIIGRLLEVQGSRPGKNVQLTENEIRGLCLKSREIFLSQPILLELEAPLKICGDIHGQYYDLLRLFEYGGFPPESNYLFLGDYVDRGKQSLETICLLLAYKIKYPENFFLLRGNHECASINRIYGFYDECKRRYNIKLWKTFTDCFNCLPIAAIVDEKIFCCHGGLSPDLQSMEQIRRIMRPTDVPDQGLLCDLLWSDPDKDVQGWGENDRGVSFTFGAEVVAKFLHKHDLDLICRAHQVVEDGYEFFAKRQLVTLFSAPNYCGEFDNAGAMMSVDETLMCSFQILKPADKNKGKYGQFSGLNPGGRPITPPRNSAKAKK
The depositor's hits bear a star; x = no result given; & = joins results of further samples.

SMILES	proCasp3 act	GASC-1 inh	Efflux pump inh	CTSL1 counter	proCasp7 act	TPT1 inh	PP5 inh	HCV core dimer	PP1 inh
Cc1ccccc1C1=NCC(=O)N(CC(=O)N2CCCCC2)c2sc(C)c(C)c21	0.4	1.9	0.0	-0.8	-7.0	0.5	1.7	6.7	5.9
Clc1cccc(N2CCNCC2)n1	3.4	-15.8	-0.1	1.2	7.8	-2.4	-3.0	-0.9	-2.9
COC(=O)C1=C(c2cc3ccccc3o2)C[C@@H]2CC[C@H]1N2C(=O)NCc1ccc(F)cc1	4.0	1.6	0.0	0.5	-5.1	-2.0	-0.2	8.4	9.8
C=CCN1C(=O)NC(=O)/C(=C/c2ccc(N(C)C)c(Br)c2)C1=O	-2.0	-2.6	0.4	-1.4	-6.7	-0.2	-1.6	1.6	0.0
Cc1c(C(=O)N2CCC3(CC2)OCCO3)oc2ccccc12	3.3	134.3	0.0	0.9	-1.7	1.8	1.1	2.0	-3.3
CCc1ccc(CN2CCN(Cc3cc(Br)ccc3O)CC2)cc1	-5.7	-4.2	0.1	-4.4	2.2	-1.8	4.0	1.0	-2.0
CC(C)(C)c1nc(NCc2ccc3c(c2)OCO3)c2nnn(Cc3ccccc3Cl)c2n1	4.0	1.1	0.1	-1.1	-3.3	0.3	4.3	-2.4	1.3
COc1ccc(C2SCC(=O)Nc3c2c(C)nn3C2CCOC(C)(C)C2)cc1 (centres undefined)	1.5	-15.7	-0.1	-0.2	3.0	0.8	0.5	-0.1	-2.4
O=[N+]([O-])c1cc(F)c(N2CCCCCC2)cc1N1CCNCC1	-5.8	5.1	-0.1	6.0	-5.8	-1.9	-1.9	-12.5	0.4
Cn1cc(/C=C2\C(=O)NC(=O)N(c3ccccc3)C2=O)c2ccccc21	-2.1	-9.5	0.1	7.8	-21.8	0.2	-0.5	5.9	1.2
Cc1cccc(-n2c(O)c(/C=N/NC(=O)c3ccncc3)c(=O)[nH]c2=O)c1	-2.0	-15.6	0.0	-1.4	-5.9	2.1	-1.0	1.2	0.1
CCCCOP(=O)(CN1CCOCC1)OCCCC	0.1	15.1	0.0	4.4	4.7	-1.3	2.1	5.1	-4.4
CSc1ccccc1C(=O)C1CCCN(Cc2ccn[nH]2)C1 (centres undefined)	6.5	-2.1	0.0	-2.0	9.0	-1.1	-0.5	1.5	3.1
c1ccc(-c2cc(-c3ccccc3)[n+](-c3ccccc3)c(-c3ccccc3)c2)cc1	5.3	-15.4	0.0	-1.3	-5.6	-0.8	-0.7	-0.9	2.5
N=Cc1c(O)n(-c2ccccc2)c(=O)n(-c2ccccc2)c1=O	6.5	11.1	0.2	-3.5	4.0	1.4	-0.6	2.4	-2.4
CCOc1cc2c(cc1OCC)-n1cccc1C(c1ccc(C(C)C)cc1)NC2 (centres undefined)	-10.2	3.2	0.2	11.1	-1.3	-1.0	6.5	-4.3	13.7
Cc1csc(NC(=O)C(Cl)c2ccccc2)n1 (centres undefined) (tested in a mixture with another compound)	-1.1	10.1	0.0	-1.8	7.9	-0.4	1.5	1.9	-2.8
COc1ccc(CC2(CCc3ccncc3)C(=O)NC(=O)NC2=O)cc1OC	6.2	-5.3	-0.1	9.6	15.3	-0.1	2.0	-11.7	-5.5
C=C1C(=O)O[C@@H]2C[C@@H](C)[C@@H]3C4OC4C(=O)[C@@]3(C)[C@@H](O)[C@H]12 (some centres undefined)	-13.3	4.4	-0.1	-0.4	-7.6	-3.8	-0.1	-7.4	1.3
CCN(CC)C(=O)c1ccc(NC(=O)COc2ccccc2F)cc1	2.2	4.9	0.1	-4.2	10.8	-2.4	-0.5	1.9	-3.9
CN(C)CCN=Cc1c(O)n(C2CCCCCC2)c(=O)[nH]c1=O	-6.1	0.2	0.0	5.9	18.9	2.3	-1.2	-3.8	-0.8
O=C(c1cc(C(=O)NCc2ccccc2)c(=O)n(Cc2ccccc2)c1)c1cc(Br)ccc1O	5.2	10.4	-0.4	-3.0	9.5	4.9	1.7	20.1	6.0
COCCCNC(=O)Cn1cc(/C=C2\C(=O)NC(=O)N(c3ccccc3F)C2=O)c2ccccc21	-2.1	6.4	0.1	7.5	-14.9	19.9	-1.8	-2.9	-0.5
Cc1cc(C)cc(NC(=S)NC2CC3CCCC(C2)N3Cc2cccs2)c1 (centres undefined)	2.5	1.3	0.0	-3.2	-4.5	-1.1	4.7	5.0	1.8
O=[N+]([O-])c1cccnc1N1CCCNCC1	-6.8	2.5	0.1	-5.5	-16.4	0.7	3.2	-7.4	0.1
Next section:
SMILES	proCasp3 act	GASC-1 inh	Efflux pump inh	CTSL1 counter	proCasp7 act	TPT1 inh	PP5 inh	HCV core dimer	PP1 inh
CCN(CC)P(=O)(c1nccn1C)N(CC)CC	5.5	-5.7	-0.1	3.4	9.2	0.6	-2.2	-3.1	-1.8
COc1cccc(NP(=O)(Oc2ccccc2)Oc2ccccc2)c1	9.3	21.3	-8.7	-0.6	14.8	-2.2	7.4	0.1	3.6
CN1CCN(C(=O)COc2ccc(N(C)S(=O)(=O)c3ccc(F)cc3)cc2)CC1	-4.9	-3.5	0.1	1.1	2.8	-0.6	-0.9	2.5	0.0
Cc1ccc(N2C(=O)/C(=C/c3ccc(CN(CCC#N)S(C)(=O)=O)o3)C(=O)NC2=S)cc1	-14.1	23.0	0.0	6.4	-14.9	36.1*	0.9	28.1	0.2
Cn1c(=O)c2c(nc(N/N=C/c3c(O)n(-c4ccccc4)c(=S)[nH]c3=O)n2C)n(C)c1=O	-6.6	20.7	0.1	4.4	-6.5	0.5	-2.5	-33.1	-3.4
Cc1cc(OCC(=O)N2CCC(C(=O)O)CC2)c2c3c(c(=O)oc2c1)CCC3	3.1	23.9	-0.1	-2.2	-2.5	-3.0	1.8	0.1	-3.8
O=C(c1ccco1)c1cn(Cc2ccccc2)c2ccccc12	0.5	2.3	0.0	1.1	7.1	-3.5	1.8	11.7	3.6
CCCCSP1(=S)NCCCO1 (centres undefined)	0.6	14.5	0.3	-2.3	-1.7	2.4	3.4	0.0	2.4
C=C[C@H]1CN2CC[C@H]1C[C@@H]2[C@@H](O)c1ccnc2ccccc12	5.4	x	-0.1	-1.4	9.3	-1.8	0.9	-2.4	-5.0
Cc1ccccc1N1CCN(Cc2ccc3c(c2)OCO3)CC1	-3.0	-2.8	0.0	-0.4	-5.0	-0.1	3.6	3.6	3.4
O=C(COc1ccc2ccc(=O)oc2c1)N1C[C@H]2C[C@@H](C1)c1cccc(=O)n1C2	0.1	6.1	-0.1	2.3	1.7	-3.7	0.1	2.1	6.1
C=COCCn1c(C)c(C(C)=O)c2cc(O)ccc21	3.4	1.8	0.0	2.9	-5.6	1.0	1.4	13.0	8.5
COc1cc(OC)cc(C(=O)Nc2ccc(Br)cc2C(=O)c2ccccc2)c1	6.9	-12.2	-0.1	4.5	5.7	1.7	-0.2	2.4	-3.5
CC12CN3CN(C1)CC(c1ccccc1)(C3)C2=O	-1.9	0.7	-0.1	-0.3	8.0	1.9	-1.0	-3.1	-4.1
O=C1CN=C(c2ccccc2)c2c(sc3c2CCCC3)N1	1.2	4.5	0.1	1.5	6.4	-0.1	3.2	4.5	-0.4
COc1ccc(C(=O)C2CCCN(CCO)C2)c(C)c1 (centres undefined)	1.1	2.2	0.1	3.7	-2.1	2.8	3.9	4.7	1.3
Cc1ccc(CN2CCN(Cc3ccccc3F)CC2)cc1	4.3	3.6	-0.1	3.1	0.8	-6.0	1.1	-6.0	3.3
CCOC(=O)c1c(C)n(Cc2ccccc2)c2ccc(OCC(O)CN3C(=O)CNC3=O)cc12 (centres undefined)	2.4	0.7	-0.2	2.8	3.1	-4.2	1.0	-6.9	-2.3
NC(=S)N/N=C/c1coc2ccccc2c1=O	-7.6	5.3	0.5	6.3	-4.8	3.2	2.0	-0.7	1.2
C[C@H](NC(=O)N1C[C@H]2C[C@@H](C1)c1cccc(=O)n1C2)C(=O)Nc1ccc(F)c(F)c1	7.5	7.8	0.1	4.6	-8.9	-1.5	1.5	-7.3	-1.2
O=c1[nH]c(=S)n(-c2ccc(Cl)cc2)c(O)c1C=Nc1ccc(N2CCOCC2)cc1	-29.3	-4.5	0.0	-1.4	-32.8	29.9*	4.0	10.1	1.8
C[C@H]1CCC/C=C/[C@@H]2C[C@H](O)C[C@H]2[C@H](O)/C=C/C(=O)O1	-4.7&0.4	20.9	0.0&0.1	4.2&1.7	3.9&11.9	-2.0&-0.6	0.1&2.5	6.1&1.0	-5.1&2.8
CCN(CC)P(=O)(Oc1ccccc1)Oc1ccccc1	6.2	-13.4	0.0	5.3	7.8	-0.8	-0.8	3.3	-1.3
CC1N(O)C2CCCCCC2N1O (centres undefined)	-1.9	3.7	0.1	0.2	-6.5	1.1	2.8	-2.4	-3.2
COC(=O)C1=C(c2cc3ccccc3o2)C[C@@H]2CC[C@H]1N2C(=O)N1CCC(O)CC1	5.5	-3.2	0.0	-1.3	1.2	-2.1	3.4	-3.8	0.3
Additional structures.
SMILES	proCasp3 act	GASC-1 inh	Efflux pump inh	CTSL1 counter	proCasp7 act	TPT1 inh	PP5 inh	HCV core dimer	PP1 inh
CN1CCN(C(=O)OC2c3nccnc3C(=O)N2c2ccc(Cl)cn2)CC1 (centres undefined)	4.7	3.9	-0.1	3.7	4.1	-3.9	0.8	-4.2	-3.9
CCc1ccc(OCC(=O)N2CCN(Cc3ccc4c(c3)OCO4)CC2)cc1	0.5	4.4	-0.1	5.5	5.9	-1.4	-0.8	5.5	4.9
CCCC/C(=N\O)c1c[nH]c2ccccc12	-4.0	9.6	0.1	-0.6	1.9	0.7	3.8	-6.1	-3.2
CN1C[C@H](CO)C=C2c3cccc4[nH]cc(c34)C[C@H]21	0.9	3.0	0.5	-1.8	12.7	-19.9	3.5	-11.7	31.6*
COc1ccc(/C=C2\C(=O)NC(=O)N(Cc3ccccc3)C2=O)c(OC)c1OC	-2.5	15.4	0.3	-2.0	-10.1	5.6	3.4	-5.0	-0.4
COC(=O)c1ccc(N2CCN(C)CC2)c([N+](=O)[O-])c1	0.2	-4.8	-0.1	4.8	-3.9	-5.8	-0.6	-2.6	-4.6
CCCCCn1c(=O)c(C(=O)Nc2cnccn2)c(O)c2ccccc21	-0.5	-9.6	0.1	2.8	8.3	-3.6	-0.7	-0.9	-1.0

Only part of the results is shown; count on the stated rates, not on these rows.
